M. tuberculosis: growth inhibition of non-replicating M. tuberculosis (AID 488890); actives 0.39% (n = 320,000); Mycobacterium tuberculosis non-replicating, growth inhibition; higher % means a stronger effect; inhibition, % at 25 µM; hits with a dose series show IC50 in µM; in the data active = a potency from the dose series; inconclusive = inhibition mostly from about 82% at the one dose, without a potency; inactive = the rest, 99 in 100 with inhibition below about 76%;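 note: plate controls were DMSO cells for no effect and high antibiotic wells for full effect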
H1N1 NS1A inhibition: NS1A inhibition, H1N1 influenza, cell based functional assay (AID 504329). NS1A functional cell-based assay, percent inhibition; higher % means a stronger effect. inhibition, % at 12.5 µM, or IC50 in µM where a hit was titrated. actives 0.3% (n = 340,000); in the data active = a potency from the dose series; inconclusive = inhibition above about 27% without an active follow-up result; note: strong numbers were not always called active
inhibitors of VEEV: inhibitors of VEEV TC-83 cytopathic effect, confirmation, Vero cells (AID 588727); Vero cells, VEEV TC-83 cytopathic effect inhibition; higher % means a stronger effect; inhibition, % at 20 µM; hits with a dose series show IC50 in µM; actives 0.13% (n = 350,000); in the data active = a potency from the dose series; inconclusive = inhibition mostly from about 14% at the one dose, without a potency; inactive = the rest, 99 in 100 with inhibition below about 12%; note: strong numbers were not always called active
M. tuberculosis HTS: M. tuberculosis growth inhibition, HTS (AID 449762). M. tuberculosis H37Rv growth inhibition, 7H9 media; higher % means a stronger effect. one-dose inhibition, % at 25 µM; IC50 in µM for titrated hits. actives 0.59% (n = 330,000); in the data active = a potency from the dose series; inconclusive = inhibition above about 70% without an active follow-up result;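 note: bacterial growth assessed after seven days of incubation; strong numbers were not always called active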
Salmonella PhoP GFP: PhoP regulon inhibitors, Salmonella typhi PhoP promoter GFP reporter, confirmatory (AID 1850) | Salmonella Typhi PhoP-promoter GFP reporter, fluorescence, 4 h; higher % means a stronger effect | one-dose inhibition, % at 50 µM; IC50 in µM for titrated hits | actives 0.33% (n = 310,000); in the data active = a potency from the dose series; inconclusive = inhibition mostly from about 25% at the one dose, without a potency; inactive = the rest, 99 in 100 with inhibition below about 19%;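 note: 0% = induced wells with vehicle and 100% = uninduced wells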
inhibitors of VEEV 10K pilot screen: further read-out of inhibitors of VEEV, marked with its call; inhibition, %; measured here: 10K pilot screen inhibition
* hit, by the source's call; i = inactive; ? = inconclusive; nt = no result given.

SMILES	M. tuberculosis	H1N1 NS1A inhibition	inhibitors of VEEV	M. tuberculosis HTS	Salmonella PhoP GFP	others
COc1ccc(/C(N)=N/OC(=O)c2ccc(Br)o2)cc1	70%	1%	2.6%	14%	16%
CSc1nc(Cc2ccccc2)cc(=O)[nH]1	16%	0%	1.1%	-1%	5%
O=C1OCCC1Sc1ncnc2sc3c(c12)CCC3 (stereo not given)	28%	6%	0.2%	3%	-4%
CNCCOc1nc(N2CCOCC2)nc(C)c1[N+](=O)[O-]	-5%	6%	2.4%	-3%	-4%
CC(C)N1CC(COc2ccccc2Cl)OC1=O (stereo not given)	-3%	2%	1.2%	1%	8%
COc1ccc(NC(=O)COC(=O)C2CC(=O)N(Cc3ccc(C)cc3)C2)cc1 (stereo not given)	-2%	7%	i	4%	15%
O=c1[nH]c(=S)n(-c2ccccc2Cl)c(O)c1C=NCCN1CCNCC1	-6%	-1%	1.1%	7%	9%
CCN1CC2=C(OC(N)=C(C#N)C2c2cccs2)/C(=C\c2cccs2)C1 (stereo not given)	37%	5%	8.0%	43%	-15%
O=C(N1CCOCC1)N(Cc1ccccc1)c1ccccn1	4%	-41%	5.4%	-9%	-12%
COc1ccc(C2C(C#N)=C(N)OC3=C2C(=O)CC(C)C3)c(OC)c1OC (stereo not given)	1%	3%	i	-2%	-9%
COc1ccc(C)cc1N=Nc1ccc(O)c2ncccc12	nt	7%	22%	nt	nt
CN(CC(=O)Nc1ccc(F)cc1)S(=O)(=O)c1ccc2c(c1)c(=O)n(C)c(=O)n2C	-8%	6%	0.4%	3%	1%
Cc1sc2ncn(CC(=O)NCCCC(=O)N3CCN(Cc4ccc5c(c4)OCO5)CC3)c(=O)c2c1C	13%	-3%	0.7%	-1%	8%
Cc1cc(=O)oc2cc(O[C@@H]3O[C@H](CO)[C@@H](O)[C@H](O)[C@H]3O)ccc12	-2%	16%	0.2%	7%	-8%
CC(C)N(C(=O)[C@H]1C[C@H](CC(=O)NCCCn2ccnc2)C(=O)N2CCc3c([nH]c4cc(-c5ccco5)ccc34)[C@]12C)C(C)C	nt	-29%	i	nt	nt
COc1ccc(-c2c(-c3cc(OC)cc(OC)c3)n(C)c3ccc(-c4cccc5[nH]ccc45)cc23)cc1	10%	11%	2.3%	1%	nt
c1coc(CSCc2cn3cccnc3n2)c1	-5%	-9%	1.3%	1%	1%
CC1(C)CC(=O)C2=C(C1)N(c1ccccc1)C(N)=C(C#N)C2c1ccsc1 (stereo not given)	23%	-4%	6.7%	-1%	6%
COc1cccc(CNC(=O)CCN2C(=O)[C@@H]3Cc4ccccc4CN3C2=O)c1	6%	8%	1.7%	-1%	-16%
COc1ccc(S(=O)(=O)NCc2cccnc2)cc1C(=O)NC1CCCCC1	-6%	-9%	1.5%	-41%	-6%
CCc1noc(C)c1C(=O)Oc1ccc(N(C)S(=O)(=O)c2ccccc2)cc1	7%	-9%	8.2%	7%	-4%
Cc1ccccc1NC(=S)NC1CCCC1	74%	-4%	0.6%	8%	4%
Cn1cc2c(=O)n(/N=C/c3ccccc3)cnc2n1	-9%	-1%	0.7%	3%	-11%
CCN(CC)C(=O)NC1CC(=O)N(c2ccc(OC)cc2)C1 (stereo not given)	-6%	17%	0.6%	5%	-27%	inhibitors of VEEV 10K pilot screen=3.0
NC(=O)c1ccccc1NC(=O)CCN1C(=O)c2ccccc2C1=O	-18%	5%	0.1%	-1%	0%

Additional results:
SMILES	M. tuberculosis	H1N1 NS1A inhibition	inhibitors of VEEV	M. tuberculosis HTS	Salmonella PhoP GFP	others
Cc1ccc(NC(=O)CN2CCc3cc4c(cc3C2C)OCCCO4)cc1C (stereo not given)	-3%	3%	1.4%	14%	1%
Cc1cccc(C(=O)N2CCc3cc(-c4nc(NC(=O)CN5CCCC5)sc4C)ccc32)c1	5%	7%	4.4%	4%	-6%
COc1cc2c(cc1OC)C(C)N(C(=O)Nc1cc(C)cc(C)c1)CC2 (stereo not given)	14%	-8%	i	7%	-1%
COC(=O)c1ccc(S(=O)(=O)N(CCO)Cc2ccccc2)n1C	-13%	6%	0.8%	-1%	-2%
O=C(CSc1n[nH]c(-c2cccs2)n1)N1CCCCC1	12%	-12%	0.8%	2%	4%
COC(=O)c1sc(-c2cccs2)cc1NC(=O)/C=C/C(=O)O	67%	nt	4.1%	0%	1%
COc1ccc(-n2nc3c(c2NC(=O)C2CCCC2)CS(=O)C3)cc1 (stereo not given)	nt	-11%	3.1%	-7%	nt
COc1cccc(-n2nc3c(=O)n(Cc4ccccc4Cl)nc(C)c3c2C)c1	-1%	-6%	1.0%	2%	0%
Cc1ccc(-n2c(SCC(=O)O)nc3sc4c(c3c2=O)CCCC4)cc1	9%	6%	1.4%	-10%	2%
CC(NC(=O)c1cc(-c2ccc(Br)cc2)on1)c1ccccc1 (stereo not given)	-1%	-2%	i	4%	4%
O=C(Nc1cccnc1)c1ccc2nc(-c3ccccc3)c(-c3ccccc3)nc2c1	29%	-1%	12%	62%	-2%
CCN(CC)CCOC(=O)C(Cc1ccco1)Cc1cccc2ccccc12 (stereo not given)	12%	-17%	0.8%	-7%	6%
Cc1cc(Br)ccc1SCC(=O)Nc1cccnc1	34%	-2%	6.3%	-3%	-3%
O=C(COC(=O)c1cccnc1Cl)NCc1ccc2c(c1)OCO2	3%	0%	0.7%	-5%	-8%
CC1CCCN(C(=O)CSc2nnc(-c3cccnc3)n2C2CCCCC2)C1 (stereo not given)	12%	-4%	3.3%	-2%	-6%
C=CCn1cccc(C(=O)Nc2ccc(OC)cc2)c1=O	0%	nt	5.5%	19%	6%
Cc1csc(NC(=O)c2nn(C)c(C)c2[N+](=O)[O-])n1	-16%	-2%	2.3%	12%	-4%
CCCN(CCC)Cc1c(C(=O)N/N=C/c2cccs2)nnn1-c1nonc1N	6%	5%	i	4%	3%
CC1CCN(CCCNC(=O)CCc2nnc3n(CCc4ccccc4)c(=O)c4ccccc4n23)CC1	24%	2%	14%	2%	-1%
Cn1c(SCC(=O)Nc2ccc3c(c2)oc2ccccc23)nnc1-c1ccccc1	17%	-3%	0.7%	?	3%
NC(=O)c1c(N)sc2c1CCC2	nt	-5%	i	nt	nt
CC1CN(C(=S)c2cccc([N+](=O)[O-])c2)CC(C)O1 (stereo not given)	-7%	2%	0.3%	-2%	4%
O=C(Nc1ccccn1)c1cccc(S(=O)(=O)N2CCCCC2)c1	3%	-9%	1.4%	4%	-3%
O=C(CNC(=O)c1ccc(Br)o1)Nc1ccc(F)c(S(=O)(=O)N2CCOCC2)c1	nt	-7%	3.5%	nt	nt
COc1ccc(C(C(=O)NCC2CCCO2)N(C(=O)CNC(=O)c2cccs2)c2ccccc2C)cc1OC (stereo not given)	-8%	1%	0.3%	1%	-2%	inhibitors of VEEV 10K pilot screen=0.4

(cont.)
SMILES	M. tuberculosis	H1N1 NS1A inhibition	inhibitors of VEEV	M. tuberculosis HTS	Salmonella PhoP GFP	others
Cc1cc2ncc(S(=O)(=O)c3ccccc3)c(N)n2n1	-17%	-5%	1.4%	2%	-4%
CC[C@]12c3[nH]c4cc(-c5ccco5)ccc4c3CCN1C(=O)[C@@H](CC(=O)NCCCOC)C[C@@H]2C(=O)N1CCN(C(=O)c2ccco2)CC1	nt	-7%	0.3%	nt	nt
CCOC(=O)C1=C(C)NC(=O)NC1c1cccs1 (stereo not given)	3%	2%	2.0%	0%	0%
COc1cccc(CCNC(=O)c2cccc(NC(=O)C3=C(C)OCCS3)c2)c1	29%	10%	2.9%	-2%	-16%
O=[N+]([O-])c1ccc(Nc2ccccc2)nc1	64%	1%	2.2%	-2%	-1%
COc1ccc(/C=C/C(=O)Oc2ccc(/C=N/NC(=O)COc3c(C)cccc3C)cc2)cc1	10%	-9%	i	1%	-21%
O=C(Nc1cccnc1)C1CC(c2ccc(Cl)c(Cl)c2)=NO1 (stereo not given)	35%	1%	i	3%	-7%
COC(=O)c1ccc(CN2C(=O)c3ccccc3S2(=O)=O)cc1	25%	-2%	0.6%	-8%	0%
COc1cc(-c2nnc(COC(=O)c3cccn3C)o2)cc(OC)c1OC	18%	-2%	7.0%	2%	3%
COc1ccccc1C(=O)N1CCN(Cc2c[nH]c3ccccc23)CC1	-8%	-27%	0.5%	-5%	1%
Cc1ccc(NC(=O)CSc2nc(C)c(Cc3ccccc3)c(=O)[nH]2)cc1	-12%	-3%	2.2%	-2%	2%
CCc1cc2c(=O)c(-c3nc4ccccc4n3C)coc2c(CN2CCCC(C)C2)c1O (stereo not given)	12%	17%	i	5%	-5%
CC(OC(=O)c1cc2c(s1)CCCCC2)C(=O)NC(N)=O (stereo not given)	69%	7%	1.3%	0%	0%

Arranged by formula weight (largest number first): part of the list above
SMILES	M. tuberculosis	H1N1 NS1A inhibition	inhibitors of VEEV	M. tuberculosis HTS	Salmonella PhoP GFP	others
CC[C@]12c3[nH]c4cc(-c5ccco5)ccc4c3CCN1C(=O)[C@@H](CC(=O)NCCCOC)C[C@@H]2C(=O)N1CCN(C(=O)c2ccco2)CC1	nt	-7%	0.3%	nt	nt
COc1ccc(C(C(=O)NCC2CCCO2)N(C(=O)CNC(=O)c2cccs2)c2ccccc2C)cc1OC (stereo not given)	-8%	1%	0.3%	1%	-2%	inhibitors of VEEV 10K pilot screen=0.4
CC1CCN(CCCNC(=O)CCc2nnc3n(CCc4ccccc4)c(=O)c4ccccc4n23)CC1	24%	2%	14%	2%	-1%
O=C(CNC(=O)c1ccc(Br)o1)Nc1ccc(F)c(S(=O)(=O)N2CCOCC2)c1	nt	-7%	3.5%	nt	nt
COc1ccc(/C=C/C(=O)Oc2ccc(/C=N/NC(=O)COc3c(C)cccc3C)cc2)cc1	10%	-9%	i	1%	-21%
CCc1cc2c(=O)c(-c3nc4ccccc4n3C)coc2c(CN2CCCC(C)C2)c1O (stereo not given)	12%	17%	i	5%	-5%
Cn1c(SCC(=O)Nc2ccc3c(c2)oc2ccccc23)nnc1-c1ccccc1	17%	-3%	0.7%	?	3%
COc1cccc(CCNC(=O)c2cccc(NC(=O)C3=C(C)OCCS3)c2)c1	29%	10%	2.9%	-2%	-16%
CC1CCCN(C(=O)CSc2nnc(-c3cccnc3)n2C2CCCCC2)C1 (stereo not given)	12%	-4%	3.3%	-2%	-6%
COc1cc(-c2nnc(COC(=O)c3cccn3C)o2)cc(OC)c1OC	18%	-2%	7.0%	2%	3%
COc1ccccc1C(=O)N1CCN(Cc2c[nH]c3ccccc23)CC1	-8%	-27%	0.5%	-5%	1%
O=C(Nc1ccccn1)c1cccc(S(=O)(=O)N2CCCCC2)c1	3%	-9%	1.4%	4%	-3%
COC(=O)c1ccc(CN2C(=O)c3ccccc3S2(=O)=O)cc1	25%	-2%	0.6%	-8%	0%
CC(OC(=O)c1cc2c(s1)CCCCC2)C(=O)NC(N)=O (stereo not given)	69%	7%	1.3%	0%	0%
Cc1cc2ncc(S(=O)(=O)c3ccccc3)c(N)n2n1	-17%	-5%	1.4%	2%	-4%
C=CCn1cccc(C(=O)Nc2ccc(OC)cc2)c1=O	0%	nt	5.5%	19%	6%
Cc1csc(NC(=O)c2nn(C)c(C)c2[N+](=O)[O-])n1	-16%	-2%	2.3%	12%	-4%
CC1CN(C(=S)c2cccc([N+](=O)[O-])c2)CC(C)O1 (stereo not given)	-7%	2%	0.3%	-2%	4%
CCOC(=O)C1=C(C)NC(=O)NC1c1cccs1 (stereo not given)	3%	2%	2.0%	0%	0%
O=[N+]([O-])c1ccc(Nc2ccccc2)nc1	64%	1%	2.2%	-2%	-1%
NC(=O)c1c(N)sc2c1CCC2	nt	-5%	i	nt	nt
